TDP1 inh = qHTS Assay for Inhibitors of Tyrosyl-DNA Phosphodiesterase (TDP1) | Tyrosyl-DNA phosphodiesterase 1 (Homo sapiens), Q9NUW8 | Potency, µM (series often up to 130 µM), for inactives: at the highest dose activity change, negative = inhibition, hits mostly inhibitors | recombinant TDP1, AlphaScreen DNA substrate cleavage | 350,000 compounds, 0.28% hits; also: nearly all actives have a fitted effect of over 40% in size
Target sequence (Q9NUW8 whole entry, looked up): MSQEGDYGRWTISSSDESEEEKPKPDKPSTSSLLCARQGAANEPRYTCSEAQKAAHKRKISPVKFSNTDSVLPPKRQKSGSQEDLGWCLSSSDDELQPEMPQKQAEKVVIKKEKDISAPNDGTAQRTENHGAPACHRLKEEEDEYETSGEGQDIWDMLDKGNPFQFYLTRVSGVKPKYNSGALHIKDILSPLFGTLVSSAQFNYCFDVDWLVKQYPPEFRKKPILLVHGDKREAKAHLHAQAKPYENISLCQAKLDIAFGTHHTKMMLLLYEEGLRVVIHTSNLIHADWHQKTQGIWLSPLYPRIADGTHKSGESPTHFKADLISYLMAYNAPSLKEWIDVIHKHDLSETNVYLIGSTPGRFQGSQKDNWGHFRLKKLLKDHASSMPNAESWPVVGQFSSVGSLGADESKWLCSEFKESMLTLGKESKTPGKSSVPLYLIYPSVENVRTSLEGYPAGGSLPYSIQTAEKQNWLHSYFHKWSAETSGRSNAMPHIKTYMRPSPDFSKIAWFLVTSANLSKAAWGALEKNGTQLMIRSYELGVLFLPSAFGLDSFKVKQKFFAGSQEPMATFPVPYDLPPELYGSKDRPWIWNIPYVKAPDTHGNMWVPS
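AlphaScreen read-out: signal falls as enzyme removes the 3' tyrosine-FITC from a 5'-biotinylated DNA oligo (15 nM, 5 min, RT). Enzyme was E. coli-made recombinant Tdp1 at 1 nM, exposed to compound for 15 min beforehand; beads 10 ug/ml, 10 min.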
DT40 TDP1 CPT = qHTS for Inhibitors of human tyrosyl-DNA phosphodiesterase 1 (TDP1): qHTS in cells in presence of CPT; chicken DT40 Tdp1-/-;hTDP1 cells + 20 nM CPT, ATP luminescence, 48 h; Potency, µM (top dose mostly 46.2 µM), for inactives: top-dose activity change, negative = growth inhibition, hits mostly inhibitors; 420,000 compounds, 12% hits; AID 686979, 2013; also: nearly all actives have a fitted effect of over 55% in size
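Cell growth measured by CellTiter-Glo luminescence after a minimum 48 h, 37 C compound exposure with 20 nM CPT in Tdp1-knockout DT40 cells stably expressing hTDP1, seeded 400/well; qHTS titration format.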
DT40 TDP1 no CPT = qHTS for Inhibitors of human tyrosyl-DNA phosphodiesterase 1 (TDP1): qHTS in cells in absence of CPT; AID 686978, 2013; Potency, µM (doses to about 46.2 µM), without a hit: at the top dose activity change, negative = growth inhibition, actives largely listed as inhibitors; DT40 Tdp1-/- hTDP1 cells, no CPT, ATP luminescence, 48 h; 420,000 compounds, 15% hits; also: nearly all actives have a fitted effect of over 55% in size
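A cellular qHTS used chicken DT40 cells lacking endogenous Tdp1 but carrying stably transfected human TDP1. Compounds were applied without camptothecin, and cell growth kinetics were judged by ATP-dependent luminescence after ≥48 hr.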
Numbers without * were called inactive; ? = inconclusive; . = no result given; [ ] = remark or other dose. Calls follow the shape of the dose curve; as a rule, active = well fitted curve in the direction sought with a large enough effect; inconclusive = small, poorly fitted or top-dose-only effect, or another doubt; inactive = no such curve, though single readings can be large; an effect the other way counts as inactive or inconclusive. % is scaled to controls: 0 for no effect and ±100 for the full control effect; potency is read from the fitted curve at half-maximal effect.

SMILES,TDP1 inh,DT40 TDP1 CPT,DT40 TDP1 no CPT
C=CCn1c(SCC(=O)NC2CCS(=O)(=O)C2)nnc1-c1ccc(Cl)cc1 (centres undefined),.,3%,-20%
Cc1nc(N2CCOCC2)nc2c1CCC2,2%,-27%,-31%
CC(C)(O)CC[C@H](OC(=O)c1ccccc1)[C@](C)(O)[C@H]1CC[C@@]2(O)C3=CC(=O)[C@@H]4C[C@@H](O)[C@H](O)C[C@]4(C)C3CC[C@]12C (some centres undefined),.,7%,-1%
O=C(CN1CCCN(S(=O)(=O)c2ccc(F)cc2)CC1)Nc1ccccc1Br,2%,?,?
Cc1ccc(C)c(N2CCN(CCCNc3ncnc4onc(-c5ccc(Cl)cc5)c34)CC2)c1,-5%,?,16µM*
COc1ccc(OCc2nn3c(-c4ccccn4)nnc3s2)cc1,4%,-16%,-15%
CCn1c(SCC(=O)Nc2ccc(C)c(C)c2)nnc1-c1nonc1NC(C)=O,6%,?,-25%
CCOC(=O)[C@@H]1[C@H]2COc3ccccc3[C@@H]2N2C(=O)N(c3ccc(Br)cc3)C(=O)[C@@]12C,.,?,?
Cc1ccc(OC(=O)CCC(=O)OCCCC(F)(F)C(F)(F)F)cc1,-8%,-4%,-5%
COc1ccccc1N(CC(=O)Nc1cccnc1)S(C)(=O)=O,7%,0%,-9%
CNc1nc(SCC(=O)Nc2ccc(Cl)c(Cl)c2)nc(N2CCOCC2)n1,2%[56.1 µM],?,?
CCN1C(=O)N[C@@H](c2cccs2)C(C(C)=O)=C1C,15%[12.3 µM],0%,-10%
CC1CN(C(=O)c2ccccc2NS(=O)(=O)c2cccc([N+](=O)[O-])c2)CC(C)O1 (centres undefined),1%,-4%,-7%
O=C(O)C1C2C=CC(C2)C1C(=O)NCc1ccc(Cl)cc1Cl (centres undefined),?,-8%,-18%
O=C(NCCc1ccc(Cl)cc1)c1ccc2c(c1)N(Cc1ccc(F)cc1)C(=O)CS2,0%,21µM*,29µM*
FC(F)(F)c1ccc(Oc2ccc(Cl)cc2Br)nc1,0%,?,-10%
Cc1cc(C)cc(N/C(N)=N/c2nc(C)cc(C)n2)c1,0%,?,?
CCOc1ccc(OCC)c(NC(=O)CN(c2ccc(OC)cc2)S(=O)(=O)c2c(C)noc2C)c1,5%,?,?
Cc1cccc(N2CCN(S(=O)(=O)c3nnc(NC(=O)c4ccc(Cl)cc4)s3)CC2)c1,4%,?,?
Cn1cnc(S(=O)(=O)NCc2cccs2)c1,-3%,-1%,0%
N=C(N)N1CCc2ccccc2C1,3%,6%,-17%
Cc1nc2nc(SCC(=O)NCCCN3CCCCCC3)nn2c(C)c1Cc1ccccc1,8%[0.0935 µM],-94%,-115%
N#CCCN(C(=O)COC(=O)CNC(=O)C12CC3CC(CC(C3)C1)C2)c1ccccc1,2%,2%,4%
Cn1c(=O)n(C)c2cc(NC(=O)COc3ccccc3)ccc21,2%,?,?
CCO[C@@H]1OC(C(=O)NCc2ccccc2)=C[C@H](C2CC2)[C@H]1CCCO,3%,-10%,-19%
Cn1cc(CN2CCCCC2c2ccccn2)c(-c2ccc3c(c2)OCCO3)n1 (centres undefined),2%,-4%,-12%
CC1=CS/C(=C(/C#N)C(=O)NCc2ccco2)N1c1ccccc1,5%,-29%,-28%
O=C1CC(c2ccco2)CC(O)=C1C=Nc1cc(Cl)ccc1Cl (centres undefined),-11%,-18%,-8%
O=C(NCc1cc(Cl)cc(Cl)c1)c1csc(COCCO)n1,.,-25%,-13%
Cc1ccc[n+](CC(=O)Nc2cc(C(F)(F)F)ccc2N2CCOCC2)c1,2%,-3%,5%
Cc1cccc(CC(=O)NCC(=O)NCc2cc(=O)n(C)c(=O)n2C)c1,0%,12µM*,?
CCCNS(=O)(=O)c1cc(Br)cc2c1N(C(=O)CC)CC2,-5%,-12%,-13%
CCCc1cc(=O)oc2cc(OCC(=O)NCC(O)c3ccccc3)ccc12 (centres undefined),2%,-11%,?
C#CCNC(=O)C[C@@H]1C[C@@]2(C(=O)OCC)CCCC=C2N(Cc2ccccc2)C1=O,.,-13%,-18%
Cc1nc(N2CCOCC2)c2c(C(=O)N3CCN(c4cccc(C(F)(F)F)c4)CC3)c(C)oc2n1,1%,?,-17%
O=C(c1cccc(N2C(=O)C3C4C=CC(C4)C3C2=O)c1)N1CCN(c2ccc(F)cc2)CC1 (centres undefined),3%,?,?
NNc1nc(-c2ccccc2Cl)nc2sc3c(c12)CCCC3,5%,?,?
O=C(NCCN1CCOCC1)c1ccc(Cl)cc1[N+](=O)[O-],2%,-13%,-7%
Cc1cnc(C2OCCO2)c2cccc([N+](=O)[O-])c12,.,-18%,?
O=C(Nc1nccs1)c1cccc(S(=O)(=O)N2CCCCC2)c1,0%,-7%,-17%

Single records (already shown).
Cc1cnc(C2OCCO2)c2cccc([N+](=O)[O-])c12 reads TDP1 inh = .; DT40 TDP1 CPT = -18%; DT40 TDP1 no CPT = ?
O=C(c1cccc(N2C(=O)C3C4C=CC(C4)C3C2=O)c1)N1CCN(c2ccc(F)cc2)CC1 (centres undefined) reads TDP1 inh = 3%; DT40 TDP1 CPT = ?; DT40 TDP1 no CPT = ?
O=C(Nc1nccs1)c1cccc(S(=O)(=O)N2CCCCC2)c1 reads TDP1 inh = 0%; DT40 TDP1 CPT = -7%; DT40 TDP1 no CPT = -17%

Carrying on.
SMILES,TDP1 inh,DT40 TDP1 CPT,DT40 TDP1 no CPT
CCOc1cc2c(cc1OCC)C(c1ccc(C(=O)O)cc1)NCC2 (centres undefined),.,7%,-1%
O=C(CN1C(=O)c2ccccc2S1(=O)=O)c1ccc(Cl)cc1Cl,.,-4%,-15%
COc1ccc(-c2noc(-c3ccccc3C(=O)Nc3cccc(OC)c3)n2)cc1,7%,?,16µM*
Cc1cccc(C)c1N1C(=O)[C@@H]2C(c3ccccc3Cl)=NO[C@@H]2C1=O,1%,?,7%
CC(C)Cn1c(N)c(C(=O)COC(=O)CN2C(=O)C3CC=CCC3C2=O)c(=O)n(C)c1=O (centres undefined),7%,16µM*,9.2µM*
COc1ccc(-c2cc3nc(NCCCN(C)C)n(C)c(=O)c3s2)c(C)c1,.,?,?
CCc1ccc(-c2nc(CCl)cs2)cc1,0%,12µM*,?
CCOC(=O)C1=CN(Cc2ccc(Br)cc2)S(=O)(=O)N(C)C1C (centres undefined),-18%[56.1 µM],?,-29%
CCOc1ccc(CCNC(=O)C2CC(=O)N(CCc3ccccc3)C2)cc1OCC (centres undefined),4%,2%,1%
COCC(C)n1c(C)cc(C(=O)COc2ccc(N(C)S(=O)(=O)c3ccc(NC(C)=O)cc3)cc2)c1C (centres undefined),0%,?,?
CCOC(=O)c1c(C)[nH]c(C)c1C(=O)CSc1nc(N)cc(N)n1,1%,3%,-5%
CCOc1ccc(C(=O)NCC(=O)NCC2CCCCC2)cc1OCC,.,-1%,-16%
CC1CN(C(C)C)C(=S)N(c2ccccc2)C1=O (centres undefined),.,10%,2%
Clc1ccccc1-c1cncnc1NCc1cccs1,.,-7%,-3%
COC(=O)c1c(-c2ccc(S(C)(=O)=O)cc2)sc2ccc(OC)cc12,1%,?,13µM*
CCC1S/C(=N/N=C/c2cccs2)NC1=O (centres undefined),3%,-1%,?
Cc1cc(OCC(=O)NNC(=O)c2cccs2)ccc1Br,.,10%,8%
COc1ccc(/C=C(\C#N)C(=O)NCC2CCCO2)cc1OC (centres undefined),9%,-13%,-20%
Cc1ccccc1OCCSc1nc2ccc(NC(=O)c3ccccc3)cc2s1,-1%,-70%,?
CCOc1ccc(-c2[nH]ncc2-c2ccc(OC)c(OC)c2)c(O)c1,-4%,3.7µM*,3.7µM*

Taken from above:
CCOC(=O)c1c(C)[nH]c(C)c1C(=O)CSc1nc(N)cc(N)n1 in TDP1 inh is entered as 1%
Cc1ccccc1OCCSc1nc2ccc(NC(=O)c3ccccc3)cc2s1 in TDP1 inh is entered as -1%

The list continues.
SMILES,TDP1 inh,DT40 TDP1 CPT,DT40 TDP1 no CPT
CC1(C(=O)NS(=O)(=O)c2cccc(Cl)c2)CCN1C(=O)C1(c2ccccc2)CC1 (centres undefined),.,-19%,-2%
COc1ccc(S(=O)(=O)N2CCCC(C(=O)N3CCCC3)C2)cc1OC (centres undefined),0%,-10%,-19%
COc1cccc(C(=O)Nc2cnc(NC(=O)c3ccco3)cc2C)c1,2%,-18%,-18%
Cc1ccccc1-n1c(-c2ccco2)n[nH]c1=S,-1%,8%,-4%
O=S(=O)(Cc1c(F)cccc1Cl)c1ncn[nH]1,-1%,-1%,7%
COc1ccc(OCCCn2ccnc2)cc1,.,11%,0%
CN(C)C(=O)c1ccc2c(c1)N(CC(=O)NCc1ccc(F)cc1)C(=O)C1CCCCN21 (centres undefined),8%,-23%,-26%
Cc1cc(C(=O)N2CCN(c3ncccn3)CC2)nn1C,1%,-4%,4%
O=C(NNS(=O)(=O)c1ccc([N+](=O)[O-])cc1)c1cnn(-c2ccccc2)c1-n1cccc1,0%,0.46µM*,0.46µM*
CCOC(=O)Nc1ccc(N2CCOCC2)c(S(=O)(=O)Nc2ccc(Cl)cc2)c1,0%,?,?
CC(=O)c1ccccc1NC(=O)COC(=O)/C=C/c1cccs1,-10%,-5%,-4%
CCC(CC)C(=O)Nc1cc(C)cc(C)c1,0%,-27%,-12%
Cc1cccc2nc(Cn3c(=O)n(-c4ccc(Cl)cc4)c(=O)c4c5c(sc43)CCC5)cc(=O)n12,0%,-15%,0%
Cc1c(NS(=O)(=O)c2cc(C(=O)NCc3ccco3)cc(Cl)c2Cl)c(=O)n(-c2ccccc2)n1C,.,-19%,?
NC(C(=O)O)C(c1ccccc1)C(F)F (centres undefined),0%,-3%,7%
COc1ccc(OC(C)C(=O)NCC2CCCO2)cc1 (centres undefined),.,8%,7%
O=C(CCCN1C(=O)/C(=C/c2ccccc2Cl)SC1=S)Nc1cccnc1,11%,4.6µM*,16µM*
Cc1ccc(NC(=O)C(=O)NCC(c2cccnc2)N2CCN(Cc3ccccc3)CC2)cc1 (centres undefined),5%,23µM*,18µM*
COc1ccc(Cc2nn[nH]n2)cc1,5%,1%,-5%
O=C(NCC(c1cccs1)N1CCOCC1)c1cc2ccccc2o1 (centres undefined),3%,?,?
CCOC(=O)N1CCN(C(=O)C2CCN(C(=O)c3ccc(C(C)(C)C)cc3)CC2)CC1,.,4%,?
Cc1ccc([N+](=O)[O-])cc1S(=O)(=O)Nc1cccc(-c2ccc(N3CCCC3)nn2)c1,1%,?,?
Cc1c(C(=O)NCc2ccccc2Cl)cccc1-n1cnc2cccnc21,6%,18µM*,23µM*
CCS(=O)(=O)c1ccc(OC)c(N=Nc2ccc(O)c3ncccc23)c1,12%,?,?
Cc1cccc(CS(=O)(=O)Cc2ccc(C(=O)NCCCN3CCOCC3)o2)c1,-10%,-12%,-1%
COc1ccc(NC(=S)N2CCN(c3ccccc3)CC2)c(OC)c1,.,-23%,?
CC(=O)C[C@H](O)CC(=O)[C@@H]1OC(=O)CCCCCCc2ccccc21,1%,1%,-17%
O=C(C1CCCN(S(=O)(=O)c2cccc3nsnc23)C1)N1CCN(c2ccccn2)CC1 (centres undefined),8%,?,?
Cc1ccc2[nH]c(C)c(CCNC(=O)c3c(N)no[n+]3[O-])c2c1,3%,-19%,?
C=CCNC(=O)c1ccc2c3n(nc2c1)-c1ccc(C)cc1CO3,2%,21µM*,18µM*
NC1(N)OC(CN2C(=O)c3ccccc3C2=O)CS1 (centres undefined),7%,-24%,?
O=C1NC(c2cn(-c3ccccc3)nc2-c2cccs2)C(C(=O)c2cccnc2)C(O)(C(F)(F)F)N1 (centres undefined),-2%,-3%,-15%
COC(=O)[C@@]12CCCCN1[C@H](c1ccc(SC3CCCCC3)cc1)[C@@H]1C(=O)N(C)C(=O)[C@@H]12,0%,?,?
Cc1cc(Cl)ccc1OCC(=O)OCC(=O)NCCNC(=O)COC(=O)COc1ccc(Cl)cc1C,.,0%,3%

High-throughput results from PubChem BioAssay.
